RNase H inhibition = RNase H inhibition, HIV 1 Gag Pol polyprotein, FRET biochemical assay, screening (AID 372); HIV-1 RT RNase H, FRET RNA/DNA substrate fluorescence; higher % means a stronger effect; inhibition, % at 10 µM, or IC50 in µM where a hit was titrated; 100,000 compounds, 0.77% hits; in the data active = inhibition above about 50%
Active calls of the source: *. A portion of the library; the hit share may differ from the screen's.

SMILES | RNase H inhibition
CCOC(=O)C1=C(O)/C(=C/c2ccc(C)cc2)SC1=Nc1ccc(C)cc1 | 10%
Cc1cc(OCC(=O)Nc2ccc3c(c2)OCO3)ccc1Cl | 5%
Cc1cccc(N2CCN(C(=O)Nc3ccc(Cl)c(Cl)c3)CC2)c1C | 11%
CCOC(=O)C1=C(N)Oc2cc(O)ccc2C1c1ccc(Cl)cc1 (stereo not drawn) | 21%
C=CCc1cccc2cc(C(=O)Nc3ccccc3)c(=O)oc12 | 12%
COc1ccc(/C=C2/C(=O)NN(c3ccc(C)cc3)C2=O)cc1Br | 22%
CCOc1ccc(/C=N/NC(=O)c2cccc(I)c2)cc1 | 0%
COc1cccc(/C=c2/sc3nc4ccccc4n3c2=O)c1 | 12%
O=C(N/N=C/c1ccc(Sc2cccc3cccnc23)o1)c1cccc(F)c1 | 4%
CCOC(=O)c1cccc(NC(=O)c2c(-c3ccccc3Cl)noc2C)c1 | 5%
Cc1ccc(/C=C(\NC(=O)c2ccc(C)cc2)C(=O)NC2CCCCC2)cc1 | 12%
Cc1cccc(C(=O)Nc2cc(Cl)cc(Cl)c2)c1 | 8%
CCOc1ccc(CC(C(=O)NC)C(=O)NC)cc1CN(C)C | 0%
COC(=O)c1c(C)oc2cc(Br)c(OC(=O)c3ccc([N+](=O)[O-])cc3)cc12 | 0%
CCOC(=O)c1c(C)oc2ccc(OC(=O)C(C)C)cc12 | 0%
COc1ccc(NC(=O)C(=O)NCCc2ccc(OC)c(OC)c2)cc1Cl | 0%
CCc1ccccc1N(CC(=O)Nc1ccc(C)c(C)c1)S(C)(=O)=O | 10%
O=C(c1ccccc1)N1N=C2CCCCCC2C1(O)C(F)(F)F (stereo not drawn) | 9%
COc1ccc(OC)c(C(=O)c2ccc(C(=O)NCc3ccccc3)cc2)c1 | 6%
Cc1ccc(N2C(=O)/C(=C/c3cc(C)n(-c4ccc(Cl)cc4)c3C)C(=O)NC2=S)cc1 | 1%
COc1ccccc1N(CC(=O)NCCOc1ccc(Cl)cc1)S(=O)(=O)c1ccccc1 | 26%
Cc1c(C(=O)Nc2ccc(-c3nc4cccnc4o3)cc2)cccc1[N+](=O)[O-] | 19%
COC(=O)C1=C(C)N(C(C)C)C(=O)/C1=C\c1ccc(C(=O)O)cc1 | 13%
CCN(CC)c1cc(-c2ccccc2)nc(-c2ccccc2)n1 | 10%
c1ccc(OCCCCOc2cccc3cccnc23)cc1 | 13%
O=C1C(=O)N(CC2CCCO2)C(c2ccccc2[N+](=O)[O-])/C1=C(/O)c1ccccc1 (stereo not drawn) | 0%
Cc1nccn1-c1c2c(c(C#N)c3nc4ccccc4n13)CCC2 | 0%
Cc1n[nH]c(C)c1Sc1ccccc1N=Cc1cc(Br)ccc1O | 13%
OCCNCCCCCCOc1cccc(Cl)c1 | 5%
O=C(c1ccccc1I)N1CCN(c2ccccc2)CC1 | 4%
CCCC1=NN(c2ccc([N+](=O)[O-])cc2)C(=O)/C1=C\c1cccc(Cl)c1 | 2%
COC(=O)c1ccccc1NC(=O)COc1ccc(Cl)c(C)c1 | 9%
CN1C(=O)NC(=O)/C(=C/c2cn(Cc3ccccc3)c3ccccc23)C1=O | 8%
Cc1n[nH]c(C)c1Sc1ccccc1N=Cc1ccccc1O | 26%
CCCC1=NN2C(=N)/C(=C\c3cn(Cc4ccccc4C)c4ccccc34)C(=O)N=C2S1 | 19%
COc1ccccc1Cc1noc(/C=C/c2ccccc2)n1 | 17%
O=[N+]([O-])c1ccc(-c2nc3c(n2O)CCC/C3=N\O)cc1 | 14%
COc1ccc(OC)c(CN2CCN(S(C)(=O)=O)CC2)c1 | 8%
COc1ccc(OC)c(/C=N/N=C2\NC(=O)C(C)S2)c1 (stereo not drawn) | 0%
O=C(Nc1cccc(-c2nc3ccccc3[nH]2)c1)c1ccc2c(c1)OCCO2 | 7%
O=C(Nc1ccc(I)cc1)c1ccc(S(=O)(=O)N2CCCC2)cc1 | 11%
COc1ccc(CCNS(=O)(=O)c2c(C)[nH]c(=O)[nH]c2=O)cc1OC | 0%
COc1cc(C=C2C(=O)NC(=S)NC2=O)ccc1OCc1c(Cl)cccc1Cl | 18%
COc1ccc(CCC(=O)Nc2cc([N+](=O)[O-])ccc2C)cc1 | 11%
COc1ccc(/C=C(/NC(=O)c2ccccc2)C(=O)N/N=C/c2ccccn2)cc1OC | 7%
CN(C)c1ccc(/C=N/N2CCN(c3ccccn3)CC2)cc1 | 10%
COc1ccc(/C=C2/SC(NC(C)=O)=NC2=O)c(OC)c1 | 6%
Cc1cc(/C=N/NC(N)=S)c(C)n1-c1ccc(F)cc1 | 35%

Arranged by molecular weight (falling): part of the list above
SMILES | RNase H inhibition
O=C(Nc1ccc(I)cc1)c1ccc(S(=O)(=O)N2CCCC2)cc1 | 11%
CCCC1=NN2C(=N)/C(=C\c3cn(Cc4ccccc4C)c4ccccc34)C(=O)N=C2S1 | 19%
COc1cc(C=C2C(=O)NC(=S)NC2=O)ccc1OCc1c(Cl)cccc1Cl | 18%
COc1ccc(/C=C(/NC(=O)c2ccccc2)C(=O)N/N=C/c2ccccn2)cc1OC | 7%
Cc1n[nH]c(C)c1Sc1ccccc1N=Cc1cc(Br)ccc1O | 13%
O=C(c1ccccc1I)N1CCN(c2ccccc2)CC1 | 4%
O=C(Nc1cccc(-c2nc3ccccc3[nH]2)c1)c1ccc2c(c1)OCCO2 | 7%
CCCC1=NN(c2ccc([N+](=O)[O-])cc2)C(=O)/C1=C\c1cccc(Cl)c1 | 2%
COc1ccc(CCNS(=O)(=O)c2c(C)[nH]c(=O)[nH]c2=O)cc1OC | 0%
CN1C(=O)NC(=O)/C(=C/c2cn(Cc3ccccc3)c3ccccc23)C1=O | 8%
COC(=O)c1ccccc1NC(=O)COc1ccc(Cl)c(C)c1 | 9%
Cc1n[nH]c(C)c1Sc1ccccc1N=Cc1ccccc1O | 26%
COc1ccc(CCC(=O)Nc2cc([N+](=O)[O-])ccc2C)cc1 | 11%
COc1ccc(/C=C2/SC(NC(C)=O)=NC2=O)c(OC)c1 | 6%
COc1ccc(OC)c(/C=N/N=C2\NC(=O)C(C)S2)c1 (stereo not drawn) | 0%
Cc1cc(/C=N/NC(N)=S)c(C)n1-c1ccc(F)cc1 | 35%
O=[N+]([O-])c1ccc(-c2nc3c(n2O)CCC/C3=N\O)cc1 | 14%
OCCNCCCCCCOc1cccc(Cl)c1 | 5%

Next section:
SMILES | RNase H inhibition
CC1(C)C(c2ccccc2)=[N+]([O-])C(c2ccccc2O)N1O (stereo not drawn) | 0%
COc1ccc(OC)c(Nc2nc(-c3ccccn3)cs2)c1 | 11%
O=c1/c(=C/c2ccco2)sc2nnc(-c3ccccc3)n12 | 16%
COc1cc(C(=O)Nc2ccc(-c3nc4cc(C)ccc4o3)cc2)cc(OC)c1OC | 7%
O=[N+]([O-])c1ccc(N2CCN(c3ccc(C(F)(F)F)cc3[N+](=O)[O-])CC2)cc1N1CCOCC1 | 17%
CCOc1cc(/C=N/NC(=O)COc2ccc(Cl)cc2Br)ccc1OC(=O)c1cccs1 | 12%
COc1ccc(/C=c2\sc3n(c2=O)C(c2ccc(OC)cc2OC)C(C(C)=O)=C(C)N=3)c(OC)c1 (stereo not drawn) | 0%
CC1=NNC(=O)C1CC(=O)N/N=C/c1cccc([N+](=O)[O-])c1 (stereo not drawn) | 0%
Cc1ccnc(NS(=O)(=O)c2ccc(N3C(=O)c4ccccc4C3=O)cc2)n1 | 0%
Cc1ccc(NC(=O)CN(c2ccc(Cl)cc2)S(C)(=O)=O)cc1Cl | 6%
CCc1cc2c(=O)c(Oc3ccc4ccccc4c3)c(C)oc2cc1OC(C)=O | 24%
Cc1c(NC(=S)NC(=O)c2ccc(Cl)cc2)cccc1-c1nc2ncccc2o1 | 13%
CCCOC(=O)c1ccc(NC(=O)COc2ccc(CC)cc2)cc1 | 0%
CC(=O)C1=C(O)C(=O)N(CC(=O)O)C1c1ccc([N+](=O)[O-])cc1 (stereo not drawn) | 10%
Cc1cc2c(cc1C)-c1c(sn(-c3ccc(C(C)C)cc3)c1=S)C(C)(C)N2 | 15%
C=CCOc1c(Br)cc(/C=C2/C(=O)NC(=O)N(c3ccccc3F)C2=O)cc1OCC | 3%
COC(=O)/C=C(\C)NCCN/C(C)=C/C(=O)OC | 1%
Cn1cc(-c2nn(-c3ccccc3)cc2/C=N/O)c2ccccc21 | 8%
O=c1c2cnn(-c3ccccc3)c2nc(Cc2ccccc2)n1-c1ccccc1 | 3%
c1ccc(Cn2c(SCc3nc4ccccc4[nH]3)nc3ccccc32)cc1 | 4%
CCOC(=O)c1ccc(NC(=O)c2cn(-c3ccccc3)nc2-c2ccccc2)cc1 | 9%
OC(COCc1ccccc1)Cn1cnc2ccccc21 (stereo not drawn) | 2%
CCOc1ccc(NC(=O)C2=C(C)NC(=O)NC2c2ccc(Cl)cc2Cl)cc1 (stereo not drawn) | 0%
CC(=O)Nc1ccc(NC(=O)c2ccc([N+](=O)[O-])c(C)c2)cc1 | 9%
CC(C)(C)c1ccccc1OCCCCCN1CCCCC1 | 9%
COc1ccccc1C(=O)Nc1ccc(NC(=O)c2ccc(Cl)cc2Cl)cc1 | 0%
O=C1c2cccc3c(Cl)ccc(c23)C(=O)N1c1ccccc1 | 5%
CC(C)c1ccc(NC(=O)C2CC3CCC2C3)cc1 (stereo not drawn) | 11%
CCOc1ccc(/C=N/N(C)c2ccccc2)cc1OC | 8%
O=C(N/N=C/c1ccccc1[N+](=O)[O-])c1cccc(I)c1 | 8%
CC1=NNC(=O)C1CC(=O)N/N=C/c1cccc(OCc2ccccc2)c1 (stereo not drawn) | 0%
CC(C)(C)c1ccc(OCCCCCCn2ccnc2)cc1 | 19%
COc1cc(CN2CCN(c3cc(C)ccc3C)CC2)cc(I)c1O | 13%
CC1(C)CC(=O)C(C=NCCCn2ccnc2)=C(O)C1 | 3%
Cc1ccc(C(=O)NCCCNc2ccc([N+](=O)[O-])cc2Cl)cc1 | 11%
CCCOc1ccc(C(=O)CCc2ccccc2)cc1OCCC | 32%

An excerpt from above in order of formula weight, lowest first:
SMILES | RNase H inhibition
COc1ccc(OC)c(/C=N/N=C2\NC(=O)C(C)S2)c1 (stereo not drawn) | 0%
CCOC(=O)C1=C(O)/C(=C/c2ccc(C)cc2)SC1=Nc1ccc(C)cc1 | 10%
Cc1ccc(N2C(=O)/C(=C/c3cc(C)n(-c4ccc(Cl)cc4)c3C)C(=O)NC2=S)cc1 | 1%

Remaining list, next part.
SMILES | RNase H inhibition
C=CCNC(=O)C(=O)Nc1ccc(OC)c(Cl)c1 | 7%
COc1cc(/C=N/NC(=O)Cn2c(-c3nonc3N)nc3ccccc32)ccc1OC(=O)c1cc(F)c(F)cc1Cl | 7%
COc1ccc(N=C2NC(=O)/C(=C/c3ccc(Cl)cc3)S2)cc1 | 5%
Cc1cc(C)cc(NC(=O)COc2ccc3ccccc3c2)c1 | 11%
Brc1cccc(CSc2nc3ccccc3[nH]2)c1 | 6%
C=CCc1cc(C=C2C(=O)NC(=O)NC2=O)cc(OC)c1O | 2%
COc1ccc(C(=O)NC(=S)Nc2ccc([N+](=O)[O-])cc2O)cc1 | 5%
Cc1ccc(C(=O)Nc2ccc(C)c(Cl)c2)cc1 | 7%
CN(C)CCNC(=S)NC(=O)C12CC3CC(CC(C3)C1)C2 | 15%
O=C(NCc1ccc(/C=N\NC(=O)C(=O)Nc2ccccc2Br)o1)C(=O)Nc1ccccc1 | 36%
COC(=O)c1c(NC(=O)c2ccc(Br)cc2)sc2c1CCC2 | 6%
COc1cc2c(cc1OC)C(c1cccc(Cl)c1)N(Cc1cccc(C)c1)CC2 (stereo not drawn) | 17%
O=C(COc1ccccc1[N+](=O)[O-])Nc1ccc2oc(-c3cccc(F)c3)nc2c1 | 15%
CC(=O)c1ccc(NC(=O)c2cc3nc(-c4ccc(C)cc4)cc(C(F)(F)F)n3n2)cc1 | 0%
CCOC(=O)c1c(-c2ccc(Br)cc2)csc1NC(=O)c1ccc(OCC)c(OCC)c1 | 0%
COc1ccc(CNC(=O)c2ccccc2N(Cc2ccccc2)S(=O)(=O)c2ccc(C)cc2)cc1 | 14%
CCCN1CCC(=NNC(=O)Cc2ccc(OC)cc2)CC1 | 11%
CC1=NN(c2nc(-c3ccc(F)cc3)cs2)C(=O)/C1=C\c1ccc(O)cc1 | 45%
CCc1cccc(C)c1NC1C=CS(=O)(=O)C1 (stereo not drawn) | 6%
CCOC(=O)CNC(=O)c1cccc([N+](=O)[O-])c1 | 15%
O=C(NOC(=O)c1cccc(I)c1)c1ccc(Cl)cc1 | 0%
Cc1c(Cc2ccccc2)c(N2CCCCC2)n2c(nc3ccccc32)c1C#N | 16%
COc1cc(C(=O)N/N=C/c2ccc(C)o2)cc(OC)c1OC | 12%
CCOC(=O)C1=C(C)NC(=S)NC1c1ccc([N+](=O)[O-])cc1 (stereo not drawn) | 3%
CC(C)NC(=O)CSc1nc2ccccc2[nH]1 | 2%
CCOC(=O)c1ccccc1NC(=O)c1sc(NC(=O)Cc2ccc(OC)cc2)c(C(=O)OCC)c1C | 0%
O=C(c1ccc(N2CCNCC2)cc1)c1cccc(F)c1 | 17%
Cc1c(Cc2ccccc2)sc(NC(=O)CCc2ccccc2)c1C(N)=O | 17%
CCN(CC)C(=O)C1=CC2([N+](=O)[O-])CN(CC(=O)O)CC([N+](=O)[O-])(C1)C2 (stereo not drawn) | 0%
CC1(C(=O)O)CCC(C(=O)NC2CCCCC2)C1(C)C (stereo not drawn) | 2%
CCc1cccc(CC)c1NC(=O)c1cc(Cl)ccc1[N+](=O)[O-] | 14%
Cc1ccc(S(=O)(=O)N/N=C/c2ccc(OCC(=O)Nc3ccccc3Cl)cc2)cc1 | 17%
C=CCN1C(=O)NC(=O)/C(=C/C=C/c2ccco2)C1=O | 0%
Cc1ccc(C)c(OCCCCN2CCCCC2)c1 | 3%
COc1ccc(/C=C2/SC(=S)NC2=O)cc1I | 39%
COC(=O)c1ccc(COc2ccc(-c3ccccc3)cc2)o1 | 7%
CC1=C(C(=O)OCCc2ccccc2)C(c2ccccc2Cl)NC(=O)N1 (stereo not drawn) | 5%
COc1ccc(CN2CCN(c3cccc(C)c3C)CC2)cc1OCc1ccccc1 | 10%
CCOC(=O)c1ccc(N/C=C(\C#N)c2nc(-c3cc4ccccc4oc3=O)cs2)cc1 | 9%

Source: PubChem BioAssay
